From PubChem BioAssay
Apaf1 inhib – inhibitors of human Apaf-1 apoptosome; inhibition, % at 20 µM; 330,000 compounds, 0.71% hits; reconstituted apoptosome caspase-3 activity, DEVD-Rh110 fluorescence; AID 489030; O14727; active means inhibition of at least 40% at 20 µM;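 further: plate controls were DMSO wells for no effect and DEVD-CHO caspase inhibitor wells for full effect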
Target sequence (O14727 whole entry, looked up): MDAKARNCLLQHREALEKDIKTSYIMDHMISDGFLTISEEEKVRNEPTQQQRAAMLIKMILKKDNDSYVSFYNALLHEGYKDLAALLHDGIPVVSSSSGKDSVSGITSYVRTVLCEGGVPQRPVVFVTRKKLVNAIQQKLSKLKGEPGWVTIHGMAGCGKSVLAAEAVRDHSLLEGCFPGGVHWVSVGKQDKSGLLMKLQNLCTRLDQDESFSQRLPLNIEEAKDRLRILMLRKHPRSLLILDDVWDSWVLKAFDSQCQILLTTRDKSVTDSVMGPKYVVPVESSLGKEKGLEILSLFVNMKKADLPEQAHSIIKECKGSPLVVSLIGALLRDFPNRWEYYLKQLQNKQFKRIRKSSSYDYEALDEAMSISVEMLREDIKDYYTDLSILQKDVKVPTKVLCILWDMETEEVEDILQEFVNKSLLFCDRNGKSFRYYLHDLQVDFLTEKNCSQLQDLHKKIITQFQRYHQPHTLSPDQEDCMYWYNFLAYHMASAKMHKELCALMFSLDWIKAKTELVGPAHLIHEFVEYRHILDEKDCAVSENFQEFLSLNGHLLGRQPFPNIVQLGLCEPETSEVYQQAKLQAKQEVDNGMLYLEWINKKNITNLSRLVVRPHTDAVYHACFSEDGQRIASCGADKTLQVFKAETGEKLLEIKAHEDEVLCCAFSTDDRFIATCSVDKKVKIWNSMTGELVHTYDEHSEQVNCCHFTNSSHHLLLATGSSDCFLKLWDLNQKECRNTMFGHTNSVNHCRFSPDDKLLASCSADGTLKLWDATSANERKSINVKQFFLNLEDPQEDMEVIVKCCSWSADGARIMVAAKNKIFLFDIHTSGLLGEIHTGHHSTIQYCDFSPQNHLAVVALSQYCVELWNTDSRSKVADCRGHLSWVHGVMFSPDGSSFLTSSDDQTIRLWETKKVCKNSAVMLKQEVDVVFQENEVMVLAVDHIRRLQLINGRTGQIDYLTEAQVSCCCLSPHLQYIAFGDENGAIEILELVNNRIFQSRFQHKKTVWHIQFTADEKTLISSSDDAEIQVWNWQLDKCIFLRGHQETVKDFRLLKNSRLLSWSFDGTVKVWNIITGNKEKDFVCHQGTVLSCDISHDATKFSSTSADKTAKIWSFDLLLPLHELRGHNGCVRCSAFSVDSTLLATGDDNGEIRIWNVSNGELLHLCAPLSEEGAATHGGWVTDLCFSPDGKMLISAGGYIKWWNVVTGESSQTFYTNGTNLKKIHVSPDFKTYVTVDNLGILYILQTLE
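Material: cell-free apoptosome with Apaf-1, procaspase-3 and caspase-9; Buffer or medium: Hepes pH 7.5 with detergent and BSA; Reagent: cytochrome c trigger plus (Z-DEVD)2-Rh110 caspase-3 substrate; Times: compound with Apaf-1, dATP, procaspase-3 30 min, then 50 min reaction, room temperature; Technique: Rh110 fluorescence intensity.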
SENP1 inh – SENP1 (human) catalytic domain inhibition | recombinant SENP1 catalytic domain, CyPet-SUMO1-YPet FRET cleavage | inhibition, % at 10 µM | 360,000 compounds, 0.21% hits;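 active means inhibition at least 30% at 10 µM, raw YFP signal under a set limit, fluorescence ratio 0.5 to 1.5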;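 further: 0% = enzyme with DMSO and 100% = no enzyme wells; some results filed as inactive read as strong as hits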
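material = recombinant human SENP1 catalytic domain, His6-tagged | quantity = 20 pM enzyme | reagent = 25 nM SUMO1 FRET substrate | compound dosing = 10 µM single point, 0.5% DMSO | timing = 50 min enzyme reaction, room temperature, light-protected | detection = FRET, CFP and YFP emission | control set = no-enzyme low, enzyme-DMSO high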
SENP6 inh – SENP6 protease inhibition. inhibition, % at 10 µM. Recombinant SENP6 catalytic domain, aminoluciferin luminescence. 330,000 compounds, 1.8% hits;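 active means inhibition above about 50% at the single tested dose, limit read from the data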;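 further: plate controls were DMSO wells with enzyme for no effect and DMSO wells lacking enzyme for full effect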
SENP7 inh – SENP7 protease inhibition; recombinant SENP7, Z-RLRGG-aminoluciferin luminescence, 40 min; AID 434973; inhibition, % at 5 µM; 330,000 compounds, 1.5% hits;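 active means inhibition above about 50% at the single test dose, limit read from the data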;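 further: plate controls were DMSO with enzyme for no effect and no enzyme buffer wells for full effect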
UBC13 inh – inhibitors of human UBC13 polyubiquitin chain formation. TR-FRET. 330,000 compounds, 0.47% hits. inhibition, % at 20 µM. P61088; in the data active means inhibition above about 45%, passing the limit was not always enough
SENP8 block-1 – blocks human SENP8 cleavage of Nedd8 substrate. Q96LD8. recombinant SENP8, Nedd8 substrate fluorescence. inhibition, % at 20 µM. 360,000 compounds, 0.64% hits. AID 602440; in the data active means inhibition mostly above about 40%, no sharp cut-off; inactive means mostly below about 27%
SENP8 block-2 – inhibitors of human SENP8 protease. Q96LD8. purified SENP8, Z-RLRGG-aminoluciferin cleavage, luminescence. inhibition, % at 10 µM. 330,000 compounds, 1.2% hits. AID 2540; in the data active means inhibition above about 50%
APOBEC3G inh – APOBEC3G (human) deaminase inhibition; recombinant A3G, ssDNA deamination FAM/TAMRA fluorescence; 330,000 compounds, 0.28% hits; Q9HC16; AID 493012; inhibition, % at 20 µM;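 active means inhibition of at least 40% at 20 µM, with no more than 30% in the related APOBEC3A deaminase screen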;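 further: plate controls were DMSO wells with A3G for no effect and wells lacking A3G enzyme for full effect; some compounds called inactive have numbers as strong as hits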
* = called active by the depositor; i = inactive.

SMILES	Apaf1 inhib	SENP1 inh	SENP6 inh	SENP7 inh	UBC13 inh	SENP8 block-1	SENP8 block-2	APOBEC3G inh
Cc1cc2c(N=O)c(NO)ccc2[nH]1	-7	3	18	-1	-102	7	-2	-7
O=C(CCN1CCC(c2ccccc2)C1)c1cccs1 (stereo unspecified)	-15	2	-12	5	-5	0	-6	3
Cc1csc(NC(=O)CSc2ncn(-c3ccccc3)n2)n1	11	1	-26	-10	0	3	-4	-8
Cc1ccc(/C=N/N2CCOCC2)s1	-11	-1	1	2	4	4	-14	-7
Cc1cc(C)nc(SCc2nnc(SCc3ccc([N+](=O)[O-])cc3)n2Cc2ccco2)n1	7	1	-16	-6	10	10	-5	-2
COc1cc(NS(=O)(=O)N2CCCC2)cc(OC)c1OC	-11	1	8	1	-2	10	0	-7
Cc1ccc(NS(=O)(=O)c2ccc3c(c2)NC(=O)CCS3)c(Br)c1	-3	8	20	1	1	1	5	-6
Cc1ccc(C)c(C(C)NC(=O)Cc2cccs2)c1 (stereo unspecified)	0	0	-11	-5	-9	17	-11	-1
COC(=O)c1sccc1NC(=O)c1ccc(Br)o1	13	0	-22	-12	-5	-16	-6	-3
CCOC(=O)c1c(Nc2nc(C)c(C(=O)NC)s2)sc(C)c1C	-9	-55	-13	3	24	i	-14	-2

In the list so far, 2 contain a furan ring, fused or not.
SMILES	Apaf1 inhib	SENP1 inh	SENP6 inh	SENP7 inh	UBC13 inh	SENP8 block-1	SENP8 block-2	APOBEC3G inh
Cc1cc(C)nc(SCc2nnc(SCc3ccc([N+](=O)[O-])cc3)n2Cc2ccco2)n1	7	1	-16	-6	10	10	-5	-2
COC(=O)c1sccc1NC(=O)c1ccc(Br)o1	13	0	-22	-12	-5	-16	-6	-3

Going on with the list:
SMILES	Apaf1 inhib	SENP1 inh	SENP6 inh	SENP7 inh	UBC13 inh	SENP8 block-1	SENP8 block-2	APOBEC3G inh
CCCC(=O)Nc1nc2ccc(NC(=O)c3ccc(Br)o3)cc2s1	3	1	-17	8	4	9	-4	-10
CC1(C)Cc2c(sc(NC(=O)c3ccccc3Cl)c2C(=O)O)CO1	10	1	5	7	0	11	1	-8
N#Cc1c(C(F)(F)F)cc(C2CC2)[nH]c1=O	8	3	-7	3	0	-413	1	-1
O=C(NNc1c2ccccc2nc2ccccc12)C(O)c1ccccc1 (stereo unspecified)	1	-50	11	0	-23	9	5	-3
COc1ccc(CNC(=O)CN(C(=O)CCC(=O)Nc2ccccn2)c2cc(C)ccc2C)cc1	15	1	-8	-1	-1	-6	-11	-9
COc1ccc(S(=O)(=O)N2CCSC2)cc1C	-5	0	5	6	4	30	-1	-10
O=C(NCc1ccc2c(c1)OCO2)c1ccc(Br)o1	-1	0	-14	-7	-4	9	5	3
COc1ccc(CC(=O)NNC(=O)c2nn(Cc3ccccc3)c(=O)c3ccccc23)cc1OC	-5	4	1	-11	-12	11	-5	-6
CC(=O)Nc1ccc2nc3c(=O)n(C)c(=O)n(C)c3nc2c1	-4	-32	-8	4	-60	-434	3	38
Cc1ccc2c(CN3CCCCC3)cc(=O)oc2c1	-3	2	0	7	-3	7	-3	-11
O=C(c1cccc(S(=O)(=O)Nc2cccc(C(F)(F)F)c2)c1)N1CCCCC1	-2	-2	-12	1	5	5	-2	-9
CCOC(=O)c1sc(NS(=O)(=O)c2cc(C)ccc2C)nc1C	1	-86	-14	0	-5	-58	-5	0
COc1ccc(CCNC(=O)CS(=O)Cc2nc(-c3ccccc3Cl)oc2C)cc1OC (stereo unspecified)	-7	2	1	-2	-6	5	-2	-9
CC(C)Cn1c(CN(Cc2ccccc2)Cc2ccccc2)nc2c1c(=O)n(C)c(=O)n2C	12	1	0	0	15	8	3	-2
CCSc1nnc(NC(=O)C2CCCCC2C(=O)O)s1 (stereo unspecified)	-7	0	-17	-2	4	19	-1	-2
COC(=O)CNC(=O)Cc1c(F)cccc1Cl	-13	1	-9	12	-7	15	3	1
O=C(NCc1ccccc1)NC(=O)c1ccncc1	-19	0	-1	6	-2	6	5	-7
O=C(Nc1nc2ccccc2n1CCN1CCCC1)c1ccc(Cl)cc1	9	-5	9	-1	5	-125	-4	-5
Cc1ccccc1NC(=O)C1Cc2ccccc2C(=O)O1 (stereo unspecified)	8	3	-19	-2	-21	2	-6	-2
CCC(C)NCCOCCOc1ccc(Cl)c(C)c1C (stereo unspecified)	-3	0	-4	-1	-4	18	-7	-4
CC(C)(C)OC(=O)CNC(=O)c1[nH]cnc1C(=O)NCC(=O)OCc1ccccc1	0	2	-19	-11	8	10	-5	-14
O=C(Nc1ccc(-c2nc3c(ccc4ccccc43)o2)cc1)c1ccco1	4	-5	-13	47	22	-279	-10	-7
CC1=C(C(=O)OC2CCCCC2)C(c2ccc(N(C)C)cc2)NC(=O)N1 (stereo unspecified)	-28	-15	-19	-6	9	20	-2	-3
C=CCc1cccc(/C=N/NC(=O)C[n+]2ccccc2)c1O	-1	5	6	3	4	19	-1	-9
CC(=O)Oc1ccc2c(c1)C(=O)c1ccccc1CO2	19	2	-24	-8	-6	11	-15	-8
O=C(Nc1ccccc1F)c1ccc2nc(N3C(=O)CCC3=O)sc2c1	11	-6	-13	-18	-14	20	-11	-4
COc1ccccc1CC(=O)N1CCN(c2cccc(C(F)(F)F)c2)CC1	18	-3	-12	8	4	1	-2	2
Nc1ccccc1SCC(=O)Nc1ccc(N2CCOCC2)cc1	-1	1	13	2	3	-3	6	1
COc1ccc(C2NC(=O)C(C#N)=C(S)N2c2ccccc2)cc1OC (stereo unspecified)	11	0	-3	8	-10	-3	-4	-4
O=C(Nc1cc(Cl)ccc1-n1cncn1)c1ccc(F)c(S(=O)(=O)N2CCOCC2)c1	5	2	-16	-5	-1	-3	-1	-6

Entries above that contain two or more sulfur atoms (seven):
SMILES	Apaf1 inhib	SENP1 inh	SENP6 inh	SENP7 inh	UBC13 inh	SENP8 block-1	SENP8 block-2	APOBEC3G inh
Cc1csc(NC(=O)CSc2ncn(-c3ccccc3)n2)n1	11	1	-26	-10	0	3	-4	-8
Cc1cc(C)nc(SCc2nnc(SCc3ccc([N+](=O)[O-])cc3)n2Cc2ccco2)n1	7	1	-16	-6	10	10	-5	-2
Cc1ccc(NS(=O)(=O)c2ccc3c(c2)NC(=O)CCS3)c(Br)c1	-3	8	20	1	1	1	5	-6
CCOC(=O)c1c(Nc2nc(C)c(C(=O)NC)s2)sc(C)c1C	-9	-55	-13	3	24	i	-14	-2
COc1ccc(S(=O)(=O)N2CCSC2)cc1C	-5	0	5	6	4	30	-1	-10
CCOC(=O)c1sc(NS(=O)(=O)c2cc(C)ccc2C)nc1C	1	-86	-14	0	-5	-58	-5	0
CCSc1nnc(NC(=O)C2CCCCC2C(=O)O)s1 (stereo unspecified)	-7	0	-17	-2	4	19	-1	-2

Going on with the list.
SMILES	Apaf1 inhib	SENP1 inh	SENP6 inh	SENP7 inh	UBC13 inh	SENP8 block-1	SENP8 block-2	APOBEC3G inh
O=C(c1ccccc1)c1cccn1CC(=O)N1CCN(C2CCCCC2)CC1	2	-4	-1	-2	-5	20	5	0
CCC(=O)/C=C1/Sc2ccc(OC)cc2N1CC	7	-3	9	6	-8	2	10	10
O=C(CCC(=O)N1CCOCC1)Nc1nnc(C2CCCCC2)s1	-2	1	-16	-3	-6	26	-15	-5
CCC1CN(C(=O)NCc2cccc(OC)c2)c2ccccc2O1 (stereo unspecified)	5	-1	16	6	1	6	-6	-6
CCCCc1ccc(NC(=O)CC(C)C)cc1	-12	-1	9	1	6	-1	7	-6
Cc1cc(C)n(CC(=O)NNC(=O)CCCOc2ccc(Cl)c(C)c2)n1	9	0	-11	9	1	1	-6	-5
CC(C)(C)NC(=O)c1ccc2c(c1)N(CC(=O)N1CCN(c3ccccc3F)CC1)C(=O)C(C)(C)O2	-6	-1	3	4	1	25	-1	-8
CCN(c1ccccc1)S(=O)(=O)c1ccc(OCC(=O)Nc2cc(C)on2)cc1	-2	1	18	5	2	25	15	-6
O=C(c1cc2c(ccc3ccccc32)oc1=O)N1CCCC1	6	-19	-11	-11	4	i	-9	-7
COC(=O)C1C(O)=C(C=Nc2ccc3ccccc3c2)C(=O)CC1(C)C (stereo unspecified)	11	3	-18	-8	-4	-7	-19	-10
O=C(CCCC(=O)c1ccccc1)Nc1ccc(O)cc1	-3	3	-6	6	5	14	0	-5
C=CCNC(=O)c1onc(CSc2ccncc2)c1C(=O)NCC=C	-3	4	-17	10	-4	-1	-11	-8
CC(=O)N(C(C)=O)c1nc2nc(C)cc(C)n2n1	-12	2	0	8	20	13	-8	-3
O=C(CCS(=O)(=O)c1ccccc1)Nc1ccc(N2CCOCC2)cc1	7	2	-17	-10	-3	10	-1	-5
COc1cc(OC)c2c(c1)S(=O)(=O)C(c1ccccc1)=C2N	0	1	-17	-8	-5	15	-7	-9
COCCN(Cc1cc2cc(C)ccc2n2nnnc12)C(=S)Nc1ccc(C)cc1	5	1	-7	3	3	17	-11	-10

An excerpt of these results, with bars between the fields.
smiles | Apaf1 inhib | SENP1 inh | SENP6 inh | SENP7 inh | UBC13 inh | SENP8 block-1 | SENP8 block-2 | APOBEC3G inh
C=CCNC(=O)c1onc(CSc2ccncc2)c1C(=O)NCC=C | -3 | 4 | -17 | 10 | -4 | -1 | -11 | -8
CC(=O)N(C(C)=O)c1nc2nc(C)cc(C)n2n1 | -12 | 2 | 0 | 8 | 20 | 13 | -8 | -3
O=C(CCS(=O)(=O)c1ccccc1)Nc1ccc(N2CCOCC2)cc1 | 7 | 2 | -17 | -10 | -3 | 10 | -1 | -5
COc1cc(OC)c2c(c1)S(=O)(=O)C(c1ccccc1)=C2N | 0 | 1 | -17 | -8 | -5 | 15 | -7 | -9
COCCN(Cc1cc2cc(C)ccc2n2nnnc12)C(=S)Nc1ccc(C)cc1 | 5 | 1 | -7 | 3 | 3 | 17 | -11 | -10
